# KDM5B inh – blocks human KDM5B histone demethylase activity; Potency, µM (titrated, usually from 57.7 µM), for the others: top-dose activity change, negative = inhibition, usual class: inhibitors; AID 1347165; Q9UGL1; 2.6% of 220,000 active; KDM5B demethylase, FDH-coupled NADH fluorescence (FDH is formaldehyde dehydrogenase); active means well fitted inhibition curve with a large enough effect; inconclusive means small, poorly fitted or top-dose-only effect; inactive means no such curve, though single readings can be large or run the other way; further: 0% is about no effect; nearly all actives have a fitted effect of over 70% in size
#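 KDM5BΔAP (200 nM final) in 50 mM HEPES pH 7.5, 0.01% Tween-20 was preincubated 10 min at RT with compound over a concentration range. Substrate mix (H3K4me3 12.5 µM, α-KG 25 µM, Fe²⁺, ascorbate, NAD⁺, FDH) was added, and NADH fluorescence change over 30 min gave dose-response curves.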
# Starred values were filed as active, the others as inactive; i = inactive; ? = inconclusive; [ ] = remark or other dose. Potency means the concentration at half of the fitted maximal effect. An excerpt (hit frequency here may not be typical).
SMILES,KDM5B inh
Cn1nc(C(=O)OC2CCC(C(C)(C)C)CC2)c2ccccc2c1=O (stereo unspecified),11%
Cc1ccccc1-c1cc(C(=O)O)c2cccc(C)c2n1,-2%
CCCOc1c(Br)cc(/C=C/C(=O)c2ccc(O)c(OC)c2)cc1OC,?
Cc1ccc(-c2nc(C)c(CCNC(=O)C(=O)Nc3ccc(C)c(Cl)c3)s2)cc1,-7%
CC(=O)NC[C@H]1OC[C@@H](NC2CCC2)[C@@H]1O,-12%[115 µM]
Cc1cc(C)cc(NC(=O)CCn2cnc3ccccc3c2=O)c1,?
CC1CCN(C(=O)Cn2cc(SCC(=O)Nc3ccccc3C(F)(F)F)c3ccccc32)CC1,-16%
COc1cccc(N2C(=O)NC(=NC3CCCCC3)C23CCCN(CCC(C)C)C3)c1 (stereo unspecified),11%[115 µM]
Cc1cc(S(=O)(=O)NCC2CCOCC2)ccc1F,34%
O=C(NCc1cccc(Br)c1)c1ccc(NC(=O)N2CCCCc3ccccc32)cc1,-19%
CC(C)/C(=N\NC(=O)c1ccc(C(C)(C)C)cc1)c1ccccc1,17%
COc1ccc(-c2nc(C)c(CCNC(=O)c3ccccc3Br)s2)cc1OC,?
Cc1ccc(OC(C)C(=O)Nc2ccccc2C(=O)NCc2cccnc2)cc1C (stereo unspecified),-16%
COC(=O)c1ccc(N2CC3=C(C2=O)C(c2ccccc2)NC(=O)N3C)cc1 (stereo unspecified),?
CCN(CC)S(=O)(=O)c1ccc(NC(=O)Cn2ncc3c([nH]c4ccccc43)c2=O)cc1,?
CN1CCN(c2nc3c(c(=O)[nH]2)CCN(Cc2cc(Cl)ccc2F)CC3)CC1,0%
O=c1c(NCc2cccs2)nccn1-c1ccc(F)cc1,-29%
O=C(NCc1ccccc1F)c1nc(-c2ccc(Br)o2)no1,9%
COC[C@@H]1[C@H](NC(=O)c2csc(C)c2-c2ccccc2)[C@@H]2CCO[C@H]12,14%
O=C(Cc1ccccc1)Nc1sc2c(c1C(=O)Nc1ccc(Cl)cc1)CCCC2,?
O=C(Nc1cccc2ncccc12)c1cccc(S(=O)(=O)NCC(F)(F)F)c1,4%
CN(C)C(CNC(=O)c1cc(=O)[nH]c2ccccc12)c1ccc(F)cc1 (stereo unspecified),-28%
Cc1noc([C@@H](C)NC(=O)C2CC2)c1C(=O)O,-28%[115 µM]
Clc1ccc(CCNc2ncncn2)c(Cl)c1,10%
CCn1cc(S(=O)(=O)N2CCCC(Cc3nncn3CC3CC3)C2)cn1 (stereo unspecified),0%
CCOC(=O)CNC(=O)Nc1cc(C(=O)NCc2ccc(OC)cc2)ccc1N1CCCC1,?
CCCc1ccc(-c2ccc(C(=O)Oc3ccc(OCC)cc3)cc2)nc1,-11%
O=C(NCCc1ccncc1)C1CN(S(=O)(=O)c2ccccc2)CC12CCOCC2 (stereo unspecified),18%
CCOc1ccc2nc(N3CCN(C(=O)c4ccc(S(=O)(=O)CC)cc4)CC3)sc2c1,2%
Cc1ccn2c(=O)cc(CN3CC[C@@H]4[C@@H](CCC(=O)N4CCC(C)C)C3)nc2c1,28µM*
COc1ccccc1N1CCN(c2ccc(NC(=O)c3ccc(C)cc3)cc2C(=O)O)CC1,-23%
O=C(CCC1CCCC1)NCc1ccncc1,12%
COc1ccc(CNC(=O)CN2C(=O)COc3ccc(S(=O)(=O)Nc4ccccc4)cc32)cc1,-19%
COc1ccc(OC)c(/C=C2\Oc3cc(OS(=O)(=O)c4ccc(C)cc4)ccc3C2=O)c1,15%
CCOC(=O)c1[nH]ncc1CN1CCc2ccc(NC(=O)C3CCCO3)cc2C1 (stereo unspecified),5%
Cc1cc(NC(=O)c2ccccc2C(F)(F)F)ccc1N1CCN(C)CC1,2%
Nc1c(Cl)ncnc1N/N=C/c1cccnc1,-2%
COc1ccc(-c2ocnc2C(=O)Nc2cccc(OC)c2)cc1,?
CC(C)c1nnc2ccc(N3CCC(C(=O)Nc4ccc5c(c4)OCO5)CC3)nn12,5%
CCOC(=O)c1ccc(NC(=O)Cn2c(=O)cc(C)c3c(C)nn(-c4cccc(F)c4)c32)cc1,3%

# 3 of the compounds above, tab-delimited:
canonical_smiles	KDM5B inh
CCOC(=O)c1[nH]ncc1CN1CCc2ccc(NC(=O)C3CCCO3)cc2C1 (stereo unspecified)	5%
Cc1cc(NC(=O)c2ccccc2C(F)(F)F)ccc1N1CCN(C)CC1	2%
Nc1c(Cl)ncnc1N/N=C/c1cccnc1	-2%

# Further records follow.
SMILES,KDM5B inh
COc1ccccc1OCCNC(=O)Nc1cc(F)c(F)cc1Cl,10%
CCCN(CCC)C(=O)Cn1c(=O)n(-c2cccc(OC)c2)c(=O)c2c(C)c(C(=O)N(C)C)sc21,9%
Cc1cc2nc3n(c(=O)c2n1CC(=O)NCCc1ccc(Cl)cc1)CCC3,-12%
Cc1nc2cc(NC(=O)c3ccc(C(C)(C)C)cc3)ccc2o1,-17%
Cc1cc(C)cc(NC(c2nnc(-c3cccc(F)c3)o2)c2ccc(F)cc2Cl)c1 (stereo unspecified),9%
CCCN1CCN(CCCNC(=O)c2cc3c(s2)-c2c(C)cccc2OC3)CC1,i
O=C(Nc1ccccc1C(=O)OCc1cc(=O)n2ccsc2n1)c1ccccc1Cl,?
CCOC(=O)c1cnc2c([N+](=O)[O-])cnn2c1C,7%
CSc1ccc(NC(=O)c2n[nH]c(=O)c3ccccc23)cc1,-1%
CCOc1ccc(-c2nnc(SCC(=O)c3ccccc3)n2-c2ccccc2)cc1,-25%
Cc1ccccc1-c1noc(C(C)NC(=O)c2ccco2)n1 (stereo unspecified),2%
CC(C)NC(=O)CCc1cc2n(n1)CCN(C(=O)[C@H]1CCCO1)C2,-5%
COc1ccc(S(=O)(=O)Nc2c(NC3CCCC3)c3ccccc3oc2=O)cc1Cl,15%
Cc1cc(N2CCN(C(C(=O)O)c3c[nH]c4cc(Cl)ccc34)CC2)nc2ccccc12 (stereo unspecified),-27%
COc1cc(OC)c2c(C)c(CC(=O)Nc3ccc4c(c3)OCCO4)c(=O)oc2c1,-3%
O=C(NCc1ccc(Cn2cccn2)cc1)c1cn[nH]c1-c1ccccc1,21%
O=c1[nH]c(=O)n(Cc2ccccc2)c2c1CN(Cc1ccccc1)CN2,12%
Cc1oc(C(O)c2cccc(O)c2)nc1C(=O)NCc1ccccc1 (stereo unspecified),-1%[86.2 µM]
COc1ccc(/C=C2\Oc3cc(OS(=O)(=O)c4ccccc4)ccc3C2=O)c(OC)c1OC,-18%
Cc1ccc2c(ccn2CCC(=O)Nc2nnc(CC(C)C)s2)c1,1%
Cc1ccc(F)c(NC(=O)C2CN(S(=O)(=O)C3CC3)CC23CCCCC3)c1 (stereo unspecified),28%
Cc1cccc2nc(C(=O)N3CCN(c4cccc(Cl)c4)CC3)cn12,7%
Cc1cccc(-c2ccc(C(=O)NCCCn3ccnc3C(C)C)cn2)c1C,?
Fc1ccc(Nc2nc(SCc3cccc(F)c3)nc3ccccc23)cc1,?
CN(C)C[C@@H]1CN(Cc2ccccn2)C[C@H]1NC(=O)c1ccc(Cl)s1,-29%
CCOC(=O)C(N)c1ccccc1 (stereo unspecified),7%
COc1cccc(CNC(=O)c2cc3ccccc3[nH]2)c1,?
O=c1[nH]c(SCc2cccc(Cl)c2)nc2c1CCC2,5%
O=C(COc1cc(OCC(=O)N2CCNC2=O)c(Cl)cc1Cl)N1CCNC1=O,9%
CN1Cc2c(N3CCOCC3)nc3sc(C#N)c(N)c3c2CC1(C)C,?
COc1ccc(-c2noc(-c3nnn(-c4ccc(C(C)C)cc4)c3C)n2)cc1OC,-18%
Cn1cc(-c2ccc([S+](C)(=O)[O-])cc2)c2nc(CNc3ccccc3)cn2c1=O,-15%[86.2 µM]
COc1ccc2c(=O)c(-c3ccccc3)c(C)oc2c1,-7%
CCc1nn2c(ncc3c(=O)n(-c4ncn[nH]4)ccc32)c1-c1ccc(F)cc1,3%
O=C(NCc1cccs1)c1nc(-c2ccsc2)c2ccccn12,40µM*
Cc1ccc(-c2cc(C(=O)N3CCN(S(=O)(=O)c4ccc(Br)cc4)CC3)[nH]n2)c(C)c1,0%
Cc1ccc(-n2nnc(C(=O)NCc3ccccn3)c2C)cc1F,4%
CCC(=O)Oc1c(Sc2ccc(Cl)cc2)c(C)nn1-c1ccccc1,?
O=C1CN(C(=O)Cn2ccc3cc(OCc4ccccc4)ccc32)CCN1,-4%
Cc1c(Cl)ccc2c(C(=O)NC3CCC(C)CC3)cc(-c3cccnc3)nc12 (stereo unspecified),-8%
Cc1cccc(N2CCN(S(=O)(=O)c3ccc(F)c(C(=O)Nc4cccc(Cl)c4C)c3)CC2C)c1 (stereo unspecified),?
COc1ccc(-c2nn(CCC(=O)O)cc2/C=N/NC(N)=S)cc1,-3%
CCOc1ccc(C2C(C#N)=C(N)N(N(C)C)C3=C2C(=O)CC(C)(C)C3)cc1 (stereo unspecified),i
CC(C)(C)c1ccc(C2CC2C(=O)N/N=C/c2ccc(Cl)cc2)cc1 (stereo unspecified),21%
O=C(CSc1nc2ccccc2o1)Nc1ccc(Cl)c(Cl)c1,2%
COC(=O)c1ccc(OC(=O)C23CCC(C)(C(=O)C2)C3(C)C)cc1 (stereo unspecified),3%
CN1CCN(C(C)(CN)c2ccccn2)CC1 (stereo unspecified),19%[149 µM]
COc1ccc(-c2ccnc(N[C@H]3CO[C@H]4[C@@H]3OC[C@H]4OC(=O)Nc3ccc(C(C)(C)C)cc3)n2)cc1,25µM*
CC(C)C(=O)Oc1ccc2c(-c3cc4ccccc4oc3=O)cc(=O)oc2c1,4%
Cn1nc(C(=O)NC2CCCc3ccccc32)c2ccccc2c1=O (stereo unspecified),7%

# No new results follow: an excerpt of the list.
SMILES,KDM5B inh
CCOc1ccc(C2C(C#N)=C(N)N(N(C)C)C3=C2C(=O)CC(C)(C)C3)cc1 (stereo unspecified),i
CC(C)(C)c1ccc(C2CC2C(=O)N/N=C/c2ccc(Cl)cc2)cc1 (stereo unspecified),21%
O=C(CSc1nc2ccccc2o1)Nc1ccc(Cl)c(Cl)c1,2%
COC(=O)c1ccc(OC(=O)C23CCC(C)(C(=O)C2)C3(C)C)cc1 (stereo unspecified),3%
CN1CCN(C(C)(CN)c2ccccn2)CC1 (stereo unspecified),19%[149 µM]
COc1ccc(-c2ccnc(N[C@H]3CO[C@H]4[C@@H]3OC[C@H]4OC(=O)Nc3ccc(C(C)(C)C)cc3)n2)cc1,25µM*
CC(C)C(=O)Oc1ccc2c(-c3cc4ccccc4oc3=O)cc(=O)oc2c1,4%

# KDM5B inh: what is marked active above.
SMILES,KDM5B inh
Cc1ccn2c(=O)cc(CN3CC[C@@H]4[C@@H](CCC(=O)N4CCC(C)C)C3)nc2c1,28µM*
O=C(NCc1cccs1)c1nc(-c2ccsc2)c2ccccn12,40µM*
COc1ccc(-c2ccnc(N[C@H]3CO[C@H]4[C@@H]3OC[C@H]4OC(=O)Nc3ccc(C(C)(C)C)cc3)n2)cc1,25µM*

# Next section:
SMILES,KDM5B inh
COc1ccc(OC)c(CNC(=O)CCCn2c(=O)c3cccn3c3cccnc32)c1,-14%
CCN(CC(=O)Nc1c(F)cccc1F)C(=O)/C=C/c1ccc(C)cc1,30%
Cc1c(CC=C(Cl)Cl)c(Cl)nc2c(C)cccc12,29%
CCN(Cc1ccco1)C(=O)c1cc2cc(Br)ccc2[nH]1,-8%
Cc1cccc(NC(=O)CNC(=O)COC(=O)Cc2n[nH]c(=O)c3ccccc23)c1C,16%
c1ccc2c(CN3CCn4c(nnc4C4CCCNC4)C3)cccc2c1 (stereo unspecified),?
CCOC(=O)c1ccc(N2C(=O)Cc3cc(OCC)c(OCC)cc3C2c2ccccc2)cc1 (stereo unspecified),-29%
O=C(Oc1coc(CSc2ncccn2)cc1=O)c1cccs1,4%
O=C1CC(c2ccccc2)N(C(=O)CNC(=O)c2cc(CN3CCOCC3)on2)CCCCCN1 (stereo unspecified),18%
CC1CCCCN1C(=O)COC(=O)C1CCN(S(=O)(=O)c2c(Cl)cccc2Cl)CC1 (stereo unspecified),22%
CCOc1ccccc1CN1CCc2nc(Nc3ccccc3)ncc2C1,?
Cc1ccc(-c2cn(C3CN(C(=O)C(C)CN4CCOCC4)C3)nn2)cc1 (stereo unspecified),-13%
CCN1C(=O)CCC2(C(=O)NCc3cccc(F)c3)CCCC=C12 (stereo unspecified),6%
COc1ccc(-c2noc(-c3ccc(NCc4ccccc4OC)c([N+](=O)[O-])c3)n2)cc1,6%
CCOCCn1c(Br)nc2c1c(=O)[nH]c(=O)n2C,23%
CCOC(=O)c1ccc(NC(=O)c2cnc3c(-c4ccc(F)cc4)c(C)nn3c2C)cc1,-9%
CCn1c(NC(=O)c2oc3ccccc3c2COC)nc2ccccc21,-16%
COCCCn1c(C)cc(C(=O)N2CC(COC)C3(CCNCC3)C2)c1C (stereo unspecified),32µM*
CCCCN(CC)CCNC(=O)COCc1cc(-c2cccs2)on1,?
COc1nccc(N2CCC(CC(=O)N3CCN(CCC#N)CC3)CC2)n1,-13%
Cc1cccc(Cn2nc(C)c(NC(=O)NC3CCCCC3)c2C)c1,18%
CCS(=O)(=O)N1CCC[C@H](n2c(=O)n(C)c3cccnc32)C1,-12%
O=S(=O)(c1cnc[nH]1)N1CCN(c2ccc(F)cc2)CC1,40%
O=C(Cn1ccc2ccccc2c1=O)N1CCCOC(Cn2cccn2)C1 (stereo unspecified),?
O=C(NC1CCCC1)c1cccc2ccccc12,-6%
O=C(CSc1nnnn1C1CCCC1)N1CCCC1c1ccc2c(c1)OCCCO2 (stereo unspecified),1%

# Screening data: PubChem, National Center for Advancing Translational Sciences (NCATS)
